Screens deposited in PubChem BioAssay by National Center for Advancing Translational Sciences (NCATS).
B2AR arrestin = recruits beta-arrestin to the human beta2-adrenergic receptor; P07550; beta-arrestin recruitment to beta2AR, cell-based reporter; Potency, µM (top dose mostly 46.1 µM), without a hit: at the top dose activation, actives largely listed as activators; hit rate 0.02% among 330,000;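 further: potency means the concentration at half of the fitted maximal effect; 0% = DMSO controls and full agonism = EC100 isoproterenol or metaproterenol; nearly all actives have a fitted effect of over 65% in size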
BRCA1 expr up = BRCA1 expression activation. hit rate 1.1% among 380,000. AID 624202. Potency, µM (top dose mostly 46.1 µM), inactives show top-dose activation, hits mostly activators. MCF7-BRCA1-FFLuc reporter, luminescence, 48 h; response scale: scaled: vehicle 0%, 10 µM genistein 100%; further: potency means the concentration at half of the fitted maximal effect; nearly all actives have a fitted effect of over 80% in size; some results filed as inactive show a strong effect at the top dose
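Using MCF7 cells harboring a BRCA1 firefly luciferase reporter, plated 2 h before compound pinning, the screen measured luminescence after 48 h incubation. Responses were normalized to DMSO and 10 microM genistein, then fitted for concentration-effect.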
MLL CXXC-DNA inh = inhibitors of human MLL CXXC domain-DNA interaction. Q03164. MLL-CXXC / FITC-HOXA9 DNA fluorescence polarization. Potency, µM (top dose mostly 115 µM), for inactives: at the top dose activity change, negative = inhibition, hits mostly inhibitors. hit rate 0.037% among 290,000. AID 2662; active means well fitted inhibition curve with a large enough effect in the polarisation, with a control signal flat, not every such curve was filed as active; inconclusive means small, poorly fitted or top-dose-only effect, or effect the other way, or a change in a side signal; inactive means no such curve, though single readings can be large or run the other way; the % refers to the polarisation; further: potency means the concentration at half of the fitted maximal effect
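Fluorescence polarization: 7 uM MLL-CXXC (stock) preincubated 5 min with compounds, then 50 nM fluorescein-HOX-A9 DNA (stock) added; 30 min ambient. Buffer 50 mM Tris-HCl pH 7.5, 50 mM NaCl, 1 mM DTT, 0.05% BSA.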
p53 reactivator = restores transcriptional activity of mutant p53. Potency, µM (titrated, usually from 92.2 µM), without a hit: at the highest dose activity change, positive = activation, most hits filed as activators. AID 504706. H1299 p53-A138V BP100-luciferase reporter, luminescence, 24 h. hit rate 0.063% among 320,000; further: potency means the concentration at half of the fitted maximal effect; % of control where 0% means no effect; nearly all actives have a fitted effect of over 45% in size
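p53-null H1299 cells stably carrying temperature-sensitive p53-A138V and a BP100-luciferase reporter were pinned with compounds (4-point, 1:5 series) and held 24 hrs at 37 deg C. Luminescence was read 10 min after detection reagent.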
a7 integrin act = activators of alpha7 integrin expression for muscular dystrophy | Potency, µM (highest dose often 38.3 µM), for the others: top-dose activation, hits mostly activators | hit rate 0.064% among 350,000 | alpha7betagal myoblasts, beta-gal FDG fluorescence, 48 h;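 further: potency means the concentration at half of the fitted maximal effect; 100% = response of the positive control SU9516; nearly all actives have a fitted effect of over 60% in size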
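alpha7betagal+/- myoblasts (passage 13, 250/well) treated 48 h at 37C with compounds at 1:260 dilution of DMSO stock. Lysed, then beta-galactosidase activity read as FDG fluorescence (ex 480/em 540) after 30 min, with pre-read for autofluorescence.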
TSG101-PTAP inh = blocks PTAP/TSG101 interaction to inhibit HIV-1 budding; Fluorescence polarization, FITC-PTAP peptide / Tsg101 binding; Q99816; 340,000 tested, under 10 active; Potency, µM (doses to about 115 µM), without a hit: at the top dose activity change, negative = inhibition, usual class: inhibitors; AID 493005; active means well fitted inhibition curve with a large enough effect in the main read-out, with a control signal flat, not every such curve was filed as active; inconclusive means small, poorly fitted or top-dose-only effect, or effect the other way, or a change in a side signal; inactive means no such curve, though single readings can be large or run the other way; further: potency means the concentration at half of the fitted maximal effect; % of control where 0% means no effect
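FP read-out: FITC-PTAP peptide, 50 nM final, binding Tsg101 binding domain, 10 uM final; 20 min, r.t.; 10 mM HEPES pH 7.5, 0.15 M NaCl, 0.01% Tween 20, 3 mM EDTA, 0.1 mM TCEP.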
TRPV1 ag = agonists of human vanilloid receptor 1 (TRPV1); Q8NER1; activation, % at 8.33 µM; hit rate 0.19% among 320,000; TRPV1-expressing cells, Fluo-8 calcium influx, agonist mode; in the data active means activation above about 80%; inconclusive means between about 30% and that limit; further: 0% is about no effect
Target sequence (Q8NER1 whole entry, looked up): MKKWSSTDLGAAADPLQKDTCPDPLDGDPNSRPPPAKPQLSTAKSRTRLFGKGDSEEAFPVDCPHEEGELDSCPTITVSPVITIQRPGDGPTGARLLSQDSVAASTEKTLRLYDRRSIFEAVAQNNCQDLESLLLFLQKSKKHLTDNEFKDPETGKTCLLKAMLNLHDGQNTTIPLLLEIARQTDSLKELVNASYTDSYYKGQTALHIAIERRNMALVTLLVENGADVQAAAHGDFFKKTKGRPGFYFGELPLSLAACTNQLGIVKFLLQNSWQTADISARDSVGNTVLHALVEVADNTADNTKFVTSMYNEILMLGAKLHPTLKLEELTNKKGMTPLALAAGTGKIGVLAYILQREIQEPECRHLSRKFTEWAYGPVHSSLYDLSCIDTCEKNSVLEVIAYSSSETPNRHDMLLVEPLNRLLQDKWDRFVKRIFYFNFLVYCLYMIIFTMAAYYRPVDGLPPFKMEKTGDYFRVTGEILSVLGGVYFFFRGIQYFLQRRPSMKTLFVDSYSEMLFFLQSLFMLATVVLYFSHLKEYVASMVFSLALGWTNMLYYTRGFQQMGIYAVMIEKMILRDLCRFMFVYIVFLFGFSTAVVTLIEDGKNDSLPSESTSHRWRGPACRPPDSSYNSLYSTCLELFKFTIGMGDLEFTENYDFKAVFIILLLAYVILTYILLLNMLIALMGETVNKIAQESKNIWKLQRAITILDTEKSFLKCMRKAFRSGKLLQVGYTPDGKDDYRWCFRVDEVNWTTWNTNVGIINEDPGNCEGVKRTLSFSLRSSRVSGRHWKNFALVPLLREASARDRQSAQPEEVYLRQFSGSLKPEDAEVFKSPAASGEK
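Cells expressing TRPV1 were dye-loaded with Fluo-8 and read kinetically: 10 s baseline, 3 min after compound (agonist portion), then 2 min after EC20 capsaicin (allosteric enhancer portion). Calcium-bound dye fluorescence at 480/520 nm.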
ELG1 repair inh = ELG1-dependent DNA repair inhibition; Potency, µM (highest dose often 46.1 µM), for the others: top-dose activity change, negative = inhibition, hits mostly inhibitors; hit rate 2.3% among 330,000; HEK293T ELG1-luciferase reporter, luminescence, 16 h; DNA damage induced by 5-fluorouridine; AID 504467; further: potency means the concentration at half of the fitted maximal effect; on the % scale 0 is the no-effect control and ±100 the full control effect; nearly all actives have a fitted effect of over 55% in size
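Quantitative HTS, concentration-response format. 2,000 cells/well co-treated with 5-fluorouridine and compound, 16 hr in 5% CO2 at 37 °C; ONE-Glo luminescence read after 30 min.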
A-T KAP1 phos = potential ataxia-telangiectasia treatment; Potency, µM (top dose mostly 57.5 µM), for the others: at the highest dose activation, usual class: activators; hit rate 0.19% among 320,000; […] A-T fibroblasts, KAP-1 phosphorylation AlphaLISA; neocarzinostatin DNA damage 30 min before lysis; further: potency means the concentration at half of the fitted maximal effect; % of control where 0% means no effect; nearly all actives have a fitted effect of over 45% in size
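hTERT-immortalized A-T patient fibroblasts ([…]), 500 cells/well in OPTI-MEM, 1% FBS, got compounds for 60 min, then NCS for 30 min at 37C. Lysates were then assayed for phospho-KAP-1 by AlphaLISA (anti-pKAP1 donor, anti-KAP1 acceptor beads), 6 hr at 25C.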
TCR act = T cell receptor activation; 330,000 tested, under 10 active; Potency, µM (series often up to 9.22 µM), inactives show at the top dose activation of IL-2 secretion, hits mostly activators; primary human leukocytes, anti-CD3, IL-2 HTRF, 48 h; AID 504894; further: % of control where 0% means no effect
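HTRF read-out of IL-2 secretion: europium cryptate donor excited at 320nm, d2 acceptor emission at 665nm. Cells were primary human leukocytes incubated 48 hr with compounds and a-CD3 beads, supplying TCR signal only.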
Starred values were filed as active, the others as inactive; ? = inconclusive; nt = no result given; & = joins results of further samples; [ ] = remark or other dose. Unless noted, the call rests on the fitted dose curve; in most records, active means well fitted curve in the direction sought with a large enough effect; inconclusive means small, poorly fitted or top-dose-only effect, or another doubt; inactive means no such curve, though single readings can be large; an effect the other way counts as inactive or inconclusive. This is a random part of the collection, and some 3.8% of all compounds hit somewhere here.

Molecule	B2AR arrestin	BRCA1 expr up	MLL CXXC-DNA inh	p53 reactivator	a7 integrin act	TSG101-PTAP inh	TRPV1 ag	ELG1 repair inh	A-T KAP1 phos	TCR act
Cc1cc(C(C)(C)C)c(O)c(C(C)(C)C)c1	0.4%	-6%	8%	17%	nt	3%	-1	-9%	5%	-7%
COCc1c(C(=O)N/N=C/c2c[nH]c3ccccc23)nnn1-c1nonc1N	-1.1%	-11%	-2%	3%	-21%	-1%	2	1%	-2%	-3%
Cc1ccc(S(=O)(=O)N2CCN(C(=O)CN3CCCCC3)C2)cc1	0.1%	2%	9%	5%	8%	-3%	0	4%	2%	22%
CCc1nn(-c2ccccc2)c(N)c1C#N	-0.3%	3%	8%	-11%	-4%	-2%	-1	1%	-3%	-2%[46.1 µM]
CC(/C=N/NC(=O)c1ccccc1F)c1ccccc1 (stereo unspecified)	-1.1%	24%	-12%	10%	3%	-1%	2	?	-1%	3%
COc1ccccc1C(=O)N1CCN=C1c1ccccc1	0.2%	9%	-2%	1%	17%	-10%	12	13%	-5%	2%
N/C(=N\OC(=O)c1cc(Cl)ccc1Cl)c1ccccn1	-0.1%	-43%	2%	10%	-33%[inhibitor]	-1%	2	?	11%	6%[46.1 µM]
COC(=O)c1sc(S(=O)(=O)Nc2c(C)nn(C)c2C)c(C(=O)OC)c1C	0.4%	1%	nt	2%	8%	-1%	1	-24%	2%	-1%
Cc1nc2c(nc1C)C(=O)c1ccccc1C2=O	nt	-93%	nt	nt	-47%[inhibitor]	-1%	nt	nt	nt	-6%
Fc1ccc(N/N=C2/CC(c3ccccc3)Oc3ccccc32)c(F)c1 (stereo unspecified)	3.0%	-4%	-6%	27%	-9%	0%	7	?	2%	-2%[46.1 µM]
O=C(COC(=O)CCSc1ccccc1)NCc1ccccc1	-0.2%	37%	8%	1%	?	-2%	?	7%	1%	2%
O=C1OC(c2ccccc2)=N/C1=C\C=C\c1ccccc1[N+](=O)[O-]	-0.1%	7%	-11%	-3%	15%	-3%	-1	18%	-3%	1%[46.1 µM]
Cc1nn2cc(-c3ccccc3)nc2s1	-0.1%	-8%	-1%	11%	40%	-8%	3	?	20%	3%
O=C(Oc1ccccc1OC(=O)N1CCOCC1)N1CCOCC1	0.0%	0%	-3%	1%	24%	-1%	1	0%	2%	3%
NC(=O)c1ccc(NC(=O)COC(=O)/C=C/c2cccs2)cc1	-0.2%	-26%	-11%	0%	14%	-6%	6	14%	3%	-3%
Cc1cc(OCC(=O)NNC(=O)c2ccncc2)cc(C)c1Cl	0.0%	3%	-12%	-9%	26%	-2%	27	2%	-14%	-3%
O=C(OCC#CCSc1nnc(-c2cccc3ccccc23)o1)c1ccc2ccccc2c1	0.2%&-0.2%	26%	nt	2%	nt	-5%	nt	3%	11%&3%	2%
O=C(CCCCCN1C(=O)c2ccccc2C1=O)Nc1ccc2c(c1)OCCO2	0.0%	17%	-10%	3%	25%	-6%	4	0%	2%	4%
CCCc1nc2cc3c(cc2[nH]1)n(C)c(=O)n3C	-0.5%	-27%	42%[activator]	-2%	0%	-1%	-4	15%	-16%	0%
S=c1[nH]nc(CCc2ccccc2)n1-c1ccc(Cl)cc1	-0.1%	-11%	-5%	-1%	15%	-5%	4	3%	4%	0%
CCOC(=O)C(c1ccccc1)N1CCN(c2ccc(OC)cc2)CC1 (stereo unspecified)	-0.1%	-9%	-14%	-7%	-4%	3%	7	?	-12%	-2%
CCOC(=O)CC1C(=O)NC2CCCCC2N1C(=O)Nc1ccc(Cl)cc1 (stereo unspecified)	-0.8%	60%	-4%	17%	12%	1%	2	21%	1%	-2%
CCOC(=O)c1c(NC(=O)c2cccs2)sc(C(=O)N(C)C)c1C	0.1%	-29%	7%	-4%	-23%	-3%	8	?	-1%	-3%
CC(=O)Nc1ccc(NC(=O)CCCN2C(=O)c3ccccc3C2=O)cc1	0.0%	-3%	-8%	-2%	8%	-2%	-6	-2%	7%	-4%
CCOc1ccccc1N1CC(C(=O)N(CC)CC(=O)Nc2ccc3c(c2)OCCO3)CC1=O (stereo unspecified)	0.1%	-3%	nt	3%	8%	-2%	-3	7%	0%	2%
CCOC(=O)[C@H]1[C@H]2COc3cc(OC)ccc3[C@@H]2N2C(=O)c3cc(F)c(F)cc3NC(=O)[C@@]12C	-1.0%	-29%	nt	-11%	-7%	-4%	?	?	1%	4%
Cn1nnnc1SCC(=O)Nc1nc2c(F)c(F)c(F)cc2s1	-0.2%	21%	nt	17%	-24%	-1%	nt	?	1%	3%[46.1 µM]
COc1ccc(OC)c(NC(=O)C2CCCCC2)c1	-0.4%	-16%	0%	4%	-16%	-5%	12	2%	0%	4%[46.1 µM]
COC(=O)c1cc2oc3ccccc3c2n1Cc1ccccn1	-0.4%	8%	0%	-3%	-18%	0%	-5	-21%	nt	7%
O=C(Cn1cnc2ccccc21)N1CCN(S(=O)(=O)c2ccccc2)CC1	-0.8%	-8%	1%	-2%	-83%[inhibitor]	-2%	3	?	-1%	-2%
CN(C)c1cc(N/N=C\c2ccccc2)nc(N(C)C)n1	0.4%	-46%	-13%	-2%	-44%	-4%	7	-15%	0%	5%
O=C(CN1CCCN(Cc2ccc(F)cc2)S1(=O)=O)NC1CCCC1	0.2%	-16%	-6%	-3%	5%	-1%	1	5%	2%	-3%
NNC(=O)c1cc2cc(Oc3ccccc3)ccc2[nH]1	0.3%	-72%	3%	nt	8%	-4%	-4	-1%	0%	nt
CN(C)c1ncnc2c1ncn2CCn1cnc2c(N(C)C)ncnc21	nt	-4%	nt	nt	9%	-5%	nt	nt	nt	-5%
Nc1cc(C(=O)OCC(=O)NNC(=O)c2ccccc2)ccc1Cl	0.0%	-7%	nt	0%	25%	0%	-2	12%	6%	4%
COc1cc(/C=C/C(=O)OCC(=O)N(C)C2CCS(=O)(=O)C2)ccc1OC(F)F (stereo unspecified)	0.5%	-8%	-1%	-12%	-22%	-1%	-1	-2%	2%	1%
Cc1ccc2c(c1)C(SCC(=O)NCCc1ccccc1)CC1(CCCC1)O2 (stereo unspecified)	-0.4%	7%	3%	10%	4%	-3%	-3	5%	31%	1%
CC(C)(C)n1ncc2c(=O)n(Cc3ccc(Cl)c(Cl)c3)cnc21	-0.1%	1%	4%	-2%	-15%	-7%	?	?	3%	-3%
CCc1cc(=O)oc2c(C)c(OC(C)C(=O)N3CC[C@@]4(O)CCCC[C@H]4C3)ccc12 (stereo partly specified)	-1.4%	-6%	-3%	nt	0%	-5%	1	?	15%	-7%
CCOc1ccccc1NC(=O)c1c(NC(=O)CNCc2ccco2)sc2c1CCC2	-0.2%	nt	?	-4%	nt	nt	-1	-9%	3%	nt
Cn1cc(SCC(=O)N2CCOCC2)c2ccccc21	-0.3%	54%	-3%	12%	-8%	-8%	-1	?	17%	7%
CCCCCCCCNC(=O)c1cccnc1SCC(=O)Nc1ccc(OC)cc1OC	0.3%	-14%	5%	-8%	-15%	3%	5	?	-2%	-1%[46.1 µM]
CCOCCCNC(=O)c1ccc2c(c1)N(CC)C(=O)c1ccccc1S2=O (stereo unspecified)	-2.0%	6%	-2%	2%	-14%	2%	1	-13%	6%	3%
CCn1c(C)cc(/C=C2\NC(=O)N(CC(=O)Nc3ccc(F)cc3)C2=O)c1C	0.0%	-22%	1%	11%	14%	0%	1	-10%	0%	-16%
CN(CC(=O)Nc1ccccc1C(F)(F)F)C(=O)c1cc2c(s1)CCCCC2	0.2%	-17%	nt	2%	19%	-4%	-2	1%	-3%	-3%
Cc1ccccc1Cn1c2ccccc2c2cnn(CC(=O)N3CCN(c4ccccc4)CC3)c(=O)c21	-0.1%	-18%	1%	0%	10%	-2%	-2	-20%	5%	-22%
CCOC(=O)C1CCCN(C(=O)Cc2ccc(Cl)cc2)C1 (stereo unspecified)	-0.8%	-23%	14%	-2%	15%	0%	?	5%	-1%	-1%
COc1cccc(NS(=O)(=O)c2csc(C(N)=O)c2)c1	-0.5%	1%	-1%	-1%	-11%	-5%	0	-9%	0%	-2%
COc1ccc(-c2ccc(=O)n(CC(=O)NC3CCc4ccccc43)n2)cc1OC (stereo unspecified)	-0.1%	8%	3%	-4%	-2%	-1%	-1	-19%	0%	-2%
